# GSH fluor: compound fluoresces at 488/530 nm on GSH beads. fluorescence (KMESF) at 10 µM. actives 0.25% (n = 190,000). AID 1776. GSH beads flow cytometry, compound fluorescence 488/530 nm; active compounds read high; in the data active means fluorescence above about 89;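 further: glutathione beads carrying GST-tagged Bcl family fusion proteins plus one bare bead set; values are compound well signal with DMSO vehicle wells as background; inactives centre near 16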
# ABCB1 inh: human ABCB1 inhibition, ABCG2 as counter-screen. P08183. CCRF-Adr cells, JC-1 efflux, flow cytometry. inhibition, % at 6.6 µM. actives 0.067% (n = 190,000); in the data active means inhibition above about 40%;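 further: 0% = vehicle and 100% = reference inhibitor; higher value means more JC-1 retained so stronger ABCB1 efflux block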
# Bim-Bcl-XL: inhibitors of Bim-Bcl-XL interaction, human | Bim peptide-Bcl-XL binding, bead flow cytometry, fluorescence | actives 0.04% (n = 190,000) | inhibition, % at 10 µM | AID 1007 | Q07817
# RGS7-Gao: regulators of human RGS7-Galphao interaction | AID 1439 | Multiplexed bead flow cytometry, RGS7-Galphao binding; actives lie on both sides | actives 0.35% (n = 220,000) | binding response (% of control), % at 10 µM | P09471; in the data active means binding response below about 49% or above about 150%; inconclusive means no clear call, values can overlap the other calls; inactive means in between;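 further: fluorescent Galphao held in activated GDP-AlF4 state binding bead-coupled RGS7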
# Bim-Bcl-B: disrupts Bim peptide binding to human Bcl-B; inhibition, % at 10 µM; actives 0.073% (n = 190,000); AID 951; bead-based flow cytometry; Q9HD36;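 further: 0% = tracer peptide without compound and 100% = reference inhibitor peptide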
# Bim-Bfl-1: disrupts Bim binding to human Bfl-1; Q16548; actives 0.12% (n = 190,000); Bead-based flow cytometry, Bim-Bfl-1 binding inhibition; inhibition, % at 10 µM;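 further: 0% = wells without compound plus tracer and 100% = blocker peptide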
# Avidin bead fluor: compound fluoresces at 488/530 nm on avidin beads; compound fluorescence 488/530 nm, flow cytometry; active compounds read high; fluorescence (KMESF) at 10 µM; actives 0.38% (n = 220,000); AID 1775; in the data active means fluorescence above about 47; further: inactives centre near 10
# Bcl-2 Bim block: human Bim-Bcl-2 interaction inhibition | Bead-based flow cytometry, Bim peptide-Bcl-2 binding | inhibition, % at 10 µM | actives 0.06% (n = 190,000); in the data active means inhibition above about 40%; inconclusive means no clear call, values can overlap the other calls;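 further: 0% = no compound wells with probe peptide and 100% = reference peptide inhibitor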
# Bim-Bcl-W: inhibitors of Bim-Bcl-W interaction, human; inhibition, % at 10 µM; actives 0.02% (n = 190,000); bead-based flow cytometry, Bim peptide-Bcl-W binding;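 further: 0% = bound tracer without compound and 100% = peptide blocker; higher means less fluorescent Bim peptide bound to Bcl-W beads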
# ABCG2 block: human ABCG2 inhibition, ABCB1 as counter-screen; Q9UNQ0; IgMXP3 cells, JC-1 efflux, flow cytometry; inhibition, % at 6.6 µM; actives 0.1% (n = 190,000); AID 1325;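 active means inhibition above 80%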;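 further: 0% = DMSO and 100% = nicardipine control wells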
#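 System: two drug-resistant human cell lines, ABCG2 and ABCB1; controls: nicardipine high and DMSO low controls; times: 10 min exposure at 25 °C with rotation, no wash; detection: flow cytometry of retained JC-1 fluorescence; read-out basis: percent efflux inhibition, scaled nicardipine 100% to DMSO 0%; doses: one concentration, 6.6 µM final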
# RGS4-Gao reg: modulates binding of RGS4 to human Galphao; actives 0.33% (n = 220,000); binding response (% of control), % at 10 µM; P09471; Multiplexed bead flow cytometry; actives lie on both sides; AID 1415; in the data active means binding response below about 49% or above about 150%; inactive means in between;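 further: fluorescent Galphao activated with aluminum fluoride binding bead-coupled RGS4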
# * = called active by the depositor; ? = inconclusive. Unless noted, no stated cut-off is given here; in the data, active means inhibition above about 40%.
# Sample of the layout, 6 compounds:
SMILES,GSH fluor,ABCB1 inh,Bim-Bcl-XL,RGS7-Gao,Bim-Bcl-B,Bim-Bfl-1,Avidin bead fluor,Bcl-2 Bim block,Bim-Bcl-W,ABCG2 block,RGS4-Gao reg
COc1cccc(NC(=S)C(C#N)=C2N(C)c3ccccc3N2C)c1,58,-1.0,-5,100,-5,-7,24,-3,-2,-1,106
CCOC(=O)/C(N=Nc1sc(C(=O)OC)c(C)c1C(=O)OCC)=C(\O)CCl,10,-0.6,-6,96,-3,-5,20,-3,-4,51,98
COc1ccc(NC(=O)c2c(Cl)n(C)c3ccccc23)cc1,23,1.3,-2,99,-3,-2,13,2,-2,5,101
COc1ccc(C(=O)n2nc(-c3ccco3)nc2N)cc1OC,20,2.8,0,95,-1,-4,8,-6,0,33,99
O=c1[nH]cnc2c1N=C(c1cccc([N+](=O)[O-])c1)CC(c1ccccc1)N2 (stereo unspecified),10,0.1,0,103,-1,3,6,5,1,0,102
O=c1/c(=C/c2ccc(CNS(=O)(=O)c3ccccc3)o2)sc2n1CCN=2,12,1.0,5,99,-8,-5,27,-3,5,42,96

# The list itself, repeating the preview:
SMILES,GSH fluor,ABCB1 inh,Bim-Bcl-XL,RGS7-Gao,Bim-Bcl-B,Bim-Bfl-1,Avidin bead fluor,Bcl-2 Bim block,Bim-Bcl-W,ABCG2 block,RGS4-Gao reg
COc1cccc(NC(=S)C(C#N)=C2N(C)c3ccccc3N2C)c1,58,-1.0,-5,100,-5,-7,24,-3,-2,-1,106
CCOC(=O)/C(N=Nc1sc(C(=O)OC)c(C)c1C(=O)OCC)=C(\O)CCl,10,-0.6,-6,96,-3,-5,20,-3,-4,51,98
COc1ccc(NC(=O)c2c(Cl)n(C)c3ccccc23)cc1,23,1.3,-2,99,-3,-2,13,2,-2,5,101
COc1ccc(C(=O)n2nc(-c3ccco3)nc2N)cc1OC,20,2.8,0,95,-1,-4,8,-6,0,33,99
O=c1[nH]cnc2c1N=C(c1cccc([N+](=O)[O-])c1)CC(c1ccccc1)N2 (stereo unspecified),10,0.1,0,103,-1,3,6,5,1,0,102
O=c1/c(=C/c2ccc(CNS(=O)(=O)c3ccccc3)o2)sc2n1CCN=2,12,1.0,5,99,-8,-5,27,-3,5,42,96
COc1ccc(-c2nnc3n2-c2ccccc2SC3)cc1OC,13,-0.1,1,108,-1,-1,17,-1,1,0,112
C=CCSc1nc2ccccc2n1Cc1nnc(-c2cccs2)o1,13,1.6,3,96,-4,3,13,2,3,2,96
COC(=O)c1c(NC(=O)COC(=O)c2ccccc2O)sc2c1CCCCC2,11,-0.6,-1,96,-1,-3,13,-2,-4,54,98
O=C1CC(NNc2ccccc2)C(=O)N1c1ccccc1 (stereo unspecified),4,-0.1,-1,100,-1,2,13,0,0,2,101
Cc1cc(N2CCN(c3ccc(F)cc3)CC2)nc(-c2ccccc2)n1,14,0.4,-8,101,-7,-1,7,-2,-5,3,102
O=C1CC(C2CCCO2)C(=O)N1c1ccc(Cl)c(Cl)c1 (stereo unspecified),11,-0.2,-2,101,-1,-6,11,0,1,4,100
CC(C[N+](C)(C)C)OC(N)=O (stereo unspecified),22,0.2,-6,103,-6,-4,9,-10,-4,0,100
CCOC(=O)N1CCN(C(=O)Cc2ccc(Cl)cc2)CC1,7,0.5,-5,99,1,-1,10,-3,0,1,101
Cc1c(NC(C)c2ccccc2O)c(=O)n(-c2ccccc2)n1C (stereo unspecified),36,0.4,-3,100,-4,-13,6,-9,3,1,98
COc1ccc(NC(=O)c2cc(C)nc3ccccc23)c(OC)c1,16,0.2,-3,?,-6,-4,11,-4,-3,16,104
Cc1ccc(N(C)S(=O)(=O)c2cccc(C(=O)Nc3nnc(C4CC4)s3)c2)cc1,8,1.0,-2,102,-5,-7,25,-1,0,3,102
O=[N+]([O-])c1ccccc1/C=N/NC1=NS(=O)(=O)c2ccccc21,15,-0.1,-2,102,-7,-6,22,0,-2,0,105
Cc1ccc(C)c(S(=O)(=O)NCC(=O)NCc2ccco2)c1,11,0.3,-6,98,-5,-3,3,-2,-2,6,99
COc1ccc(C2C(=O)c3ccccc3C2=O)c(OC)c1,16,-0.3,-4,95,3,2,7,2,-3,0,101
CC(C)CNC(=O)C1C2C=CC(C2)C1C(=O)O (stereo unspecified),55,0.1,-3,107,-2,-7,19,0,5,0,101
O=[n+]1c2c(n([O-])c3cc(F)c(N4CCCC4)cc31)CCCC2,9,-0.6,0,96,3,1,9,2,1,-2,104
CC1CCCCC1NC(=O)C(Cc1ccccc1)NS(=O)(=O)c1cccs1 (stereo unspecified),28,0.8,-8,87,-2,3,23,0,-6,-4,88
O=C(Nc1cccnc1)c1cc2c(ccc3ccccc32)o1,20,1.3,-12,124,-11,-12,34,-10,4,4,105
O=C(Cn1ncc(Cl)c(Cl)c1=O)N1CCOCC1,22,-0.4,1,101,-7,7,8,3,3,0,104
CC(=O)c1cccc(S(=O)(=O)N(CCCO)Cc2cc3ccc(C)cc3[nH]c2=O)c1,16,0.4,-3,102,-6,-4,35,-8,-5,1,102
CCNc1nc(NCC)nc(N(C)n2cnnc2)n1,13,0.3,-4,99,2,1,17,-7,0,2,97
Cc1ccc(N2CCCn3c2cc(C)c(C#N)c3=O)cc1Cl,24,2.1,2,95,0,5,5,6,-1,5,90
CCOc1cc(C(=O)NCc2nnc(SCC(=O)OC)n2C)cc(OCC)c1OCC,23,0.5,1,97,0,0,12,0,0,1,102
COc1ccc(CC(C)N2CCN(c3ccccc3)CC2)cc1OC (stereo unspecified),16,1.2,-2,100,-3,-11,7,-7,1,2,102
CC(C)Oc1ccc(CCc2nnc(SC(C)C(=O)O)n2-c2ccccc2)cc1 (stereo unspecified),18,1.2,-2,104,-7,-6,9,1,-2,2,104
Cc1nnc(SCC(=O)NC(=O)NC(C)(C)C)s1,66,-0.1,-3,99,0,-1,10,-2,-5,1,106
O=C(NCc1ccccc1)c1nc2ccccc2s1,12,0.2,0,?,-4,-3,10,-1,-1,1,97
C=CCn1c(SCC(=O)NC(C)(C)C)nnc1-c1ccccc1O,33,1.2,-7,93,-5,-5,11,-2,-3,7,95
COc1ccccc1-n1cnnc1SCC(=O)N1CCN(S(=O)(=O)c2ccccc2)CC1,37,0.3,-8,99,-11,-13,12,-8,-7,14,100
CCN(CC)c1ccc([N+](=O)[O-])cc1/C=N/NC(=O)CC#N,24,-1.7,-5,103,-4,0,12,-2,-4,9,100
COc1ccccc1N1CCN(Cc2nc(N)nc(Nc3ccc(C)cc3)n2)CC1,27,5.1,-8,93,-7,-15,14,-7,-3,42,101
COc1ccc(OC)c(S(=O)(=O)N2CCCCC2C(=O)N2CCN(c3ccccn3)CC2)c1 (stereo unspecified),24,3.4,-4,105,-16,4,5,0,-4,9,118
C/C(=N\NC(N)=O)C1CC(CC(C)C)C(=O)O1 (stereo unspecified),57,0.3,-3,101,-5,-8,29,-4,0,0,101
COc1ccc(OC)c(C2NC(=S)NC(C)=C2C(=O)Nc2ccccn2)c1 (stereo unspecified),17,0.3,-1,99,-11,0,10,0,0,1,100
COc1cccc(/C=C/C(=O)OCC(=O)Nc2cc(S(=O)(=O)N3CCOCC3)ccc2C)c1,15,0.8,-4,123,-8,-4,22,-2,-1,5,128
Cc1cc(C)n(CCC(=O)N/N=C/c2ccccc2O)n1,12,0.6,-2,99,-3,-2,9,-5,-5,30,102
COc1ccccc1NC(=S)N1CCC(NC(=O)C23CC4CC(CC(C4)C2)C3)CC1,25,0.0,0,107,-2,3,6,0,0,0,104
COc1ccc(NS(=O)(=O)c2ccc(NC(=O)Cc3cccs3)cc2)cc1,14,0.0,-12,96,-5,-4,8,-9,-6,3,100
CCOc1ccc(CCNC(=O)CSCc2ccc(C)cc2)cc1OCC,11,1.4,0,103,-1,-12,6,-2,0,28,103
CC(C)Cn1c(N)c(C(=O)COC(=O)[C@@H]2CCCN2C(=O)c2cccs2)c(=O)n(C)c1=O,14,0.0,-2,?,-3,-3,9,-3,0,1,98
O=C(CSCc1ccc(C(=O)O)cc1)Nc1ccccc1,9,1.1,-3,109,-2,-3,9,-5,-1,16,105
CC1(C)Cc2c(sc3nnn(Cc4ccc(Cl)cc4)c(=O)c23)CO1,19,2.9,-6,106,-10,-11,18,-6,-5,3,104
C=CCS(=O)(=O)N1CCCC(C(=O)c2cccc(Cl)c2)C1 (stereo unspecified),22,0.1,0,104,4,0,14,3,4,1,97
COc1ccc(C)cc1S(=O)(=O)Nc1ccccc1,11,0.5,5,109,-1,-7,11,-9,7,6,106
# Further structures follow.
SMILES,GSH fluor,ABCB1 inh,Bim-Bcl-XL,RGS7-Gao,Bim-Bcl-B,Bim-Bfl-1,Avidin bead fluor,Bcl-2 Bim block,Bim-Bcl-W,ABCG2 block,RGS4-Gao reg
COc1ccc(COc2cc(-c3cccc(OC)c3)nc3ccc(NC(=O)c4ccc(Cl)cc4)cc23)cc1,18,-1.1,-1,96,-4,-3,10,0,0,-5,94
O=c1oc2c(-c3cccc(F)c3)cc(O)cc2s1,8,-0.6,0,104,-1,-6,24,-2,2,-1,103
O=C(Nc1cccc(Cl)c1)C1CCCN(S(=O)(=O)c2ccc(F)cc2)C1 (stereo unspecified),38,3.7,-6,101,-1,-3,8,-5,-2,28,106
O=C(c1cc2ccccc2o1)N1CCN(S(=O)(=O)/C=C/c2ccccc2)CC1,12,0.4,-5,99,-2,-5,8,-3,-3,9,101
OC(CN1CCN(Cc2ccccc2)CC1)c1ccccc1 (stereo unspecified),16,0.0,-1,116,-5,-11,6,0,0,0,103
CCOC(=O)c1c(-c2cccc([N+](=O)[O-])c2)csc1NC(=O)C1CC1,79,0.5,-5,99,-5,-7,11,-7,-6,4,97
COc1cccc(NC(=O)CCS(=O)(=O)c2cccs2)c1,32,0.4,-7,100,-7,-17,14,-6,-5,17,101
O=C(CN(CCc1ccccc1)C(=O)Cn1nnc(-c2cccs2)n1)NCc1ccco1,36,-2.5,-4,98,-5,-9,5,-3,0,-4,102
Cc1cc(C)cc(OCC(=O)NNC(=O)c2cc3ccccc3oc2=O)c1,8,1.2,-1,108,0,0,39,-1,-1,5,105
O=C(/C=C/c1cc2c(cc1Br)OCO2)NCc1ccc(Cl)cc1,19,1.1,-1,101,-8,0,8,-3,-3,6,102
COc1ccc(C/C(N)=N/n2cnnc2)cc1,8,0.8,-7,107,-1,-5,12,-3,-6,4,100
O=C1CNCc2[nH]c3ccccc3c2N1c1ccccc1,14,0.6,-3,103,-7,-10,11,-10,0,2,102
CC(=O)Nc1ccc(OCC(O)CN2CCN(c3ccc(C)c(Cl)c3)CC2)cc1 (stereo unspecified),12,0.8,-2,102,-1,-1,25,0,0,2,105
COc1ccc(/C=C(\CC(=O)O)c2nc3ccccc3s2)cc1O,13,0.5,0,101,-1,-2,8,-4,0,9,101
CC(C)(C)OC(=O)COc1cc(O)c2c(=O)cc(-c3ccccc3)oc2c1,15,1.1,21,97,13,27,6,18,16,25,97
COC(=O)c1coc(-c2ccc(OC)cc2)c1C(=O)OC,13,0.2,-2,108,0,-2,16,-2,-1,3,103
COc1ccc(OC)c(NC(=O)CSC2=NCCS2)c1,33,0.5,-1,94,-4,-15,13,-3,0,52,96

# Bioassay records: PubChem BioAssay, NMMLSC
